Compound activity (PubChem)
SKN-1 inh – blocks SKN-1 activity in C. elegans. C. elegans VP596 Pgst-4::GFP/RFP ratio, acrylamide-induced, 24 h. inhibition, % at 21.8 µM. 0.49% of 360,000 active;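 active = interference check ratio from 0.5 to 1.5 plus GFP to RFP signal ratio inhibition reaching or exceeding a fixed threshold, cut at about 30% in these data, passing the limit was not always enough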; note: some compounds called inactive have numbers as strong as hits
Tb MetRS inh – Trypanosoma brucei MetRS inhibition; purified T. brucei MetRS, ATP depletion, Kinase-Glo luminescence; inhibition, % at 11.9 µM; 0.4% of 360,000 active; AID 624268;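 active = inhibition above a per-plate cutoff of the control wells' mean inhibition plus 3 SD, cut at about 5.5% in these data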;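 note: 0% = DMSO wells median and 100% = median of wells with control inhibitor compound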
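Dosing: 11.9 µM single point; system: parasite MetRS enzyme; technique: luminescence of leftover ATP; times: 15 min enzyme-compound preincubation, 2 h reaction, 10 min detection, 25 °C; replicates: each compound tested once; read-out basis: percent inhibition relative to median high and low control wells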
SUMO1-SIM PPI – modulators of human SUMO1-mediated protein-protein interactions; AID 602429; SUMO1 binding to a labelled peptide, TR-FRET, 1 h; P63165; inhibition, % at 20 µM; 0.33% of 360,000 active; in the data active = inhibition above about 37%
Target sequence (P63165 whole entry, looked up): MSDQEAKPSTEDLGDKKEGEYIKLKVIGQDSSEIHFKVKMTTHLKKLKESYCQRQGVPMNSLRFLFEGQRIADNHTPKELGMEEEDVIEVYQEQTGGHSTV
CendR NRP1 mod – modulators of CendR peptide binding to human neuropilin-1 | O14786 | FAM-RPARPAR peptide binding to NRP-1, fluorescence polarization | inhibition, % at 25 µM | 0.85% of 360,000 active | AID 602438;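 active = inhibition or corrected inhibition above about 18%, plus a signal ratio from 0.5 to 1.5, limit read from the data, passing the limit was not always enough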; note: strong numbers were not always called active
LMPTP block – LMPTP (human) inhibition; P24666; recombinant LMPTP-A, OMFP fluorogenic substrate, fluorescence intensity; inhibition, % at 20 µM; 0.22% of 360,000 active;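 active = compounds that cut the enzyme signal by at least half of the control window in the single-dose screen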;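 note: plate controls were DMSO wells with enzyme plus substrate for no effect and substrate without enzyme for full effect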
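Test system – LMPTP-A enzyme · Amount – LMPTP-A at 0.625 nM final in the reaction · Buffer or medium – Bis-Tris pH 6.0, DTT, detergent · Reagent – OMFP 400 µM · Doses – single 20 µM dose · Schedule – reaction 50 min, room temperature, dark · Detection – fluorescence intensity of OMFP turnover product · Evaluation – percent inhibition versus substrate-only and uninhibited controls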
STEP inh – inhibitors of human striatal-enriched phosphatase STEP | inhibition, % at 20 µM | P54829 | recombinant STEP, OMFP fluorogenic substrate, fluorescence | 0.25% of 360,000 active;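 active = inhibition at 20 µM, scaled per plate between control wells, above about 37%, limit read from the data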;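 note: 0% = DMSO with enzyme and substrate and 100% = substrate only without enzyme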
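System: isolated STEP enzyme; schedule: 20 min enzyme reaction at room temperature, protected from light; medium: Bis-Tris buffer pH 6.0, 2.5 mM DTT, 0.005% Tween 20; signal: fluorescence, 480/540 nm; dosing: single compound dose of 20 µM, 1% DMSO final; also added: OMFP substrate, 25 µM final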
Neddyl block – blocks human cullin neddylation | P61081+Q13564 | TR-FRET cullin neddylation, biochemical | calls only at 25 µM | 0.58% of 360,000 active | AID 651699; in the data active = inhibition above about 36%
Target sequence (P61081 whole entry, looked up): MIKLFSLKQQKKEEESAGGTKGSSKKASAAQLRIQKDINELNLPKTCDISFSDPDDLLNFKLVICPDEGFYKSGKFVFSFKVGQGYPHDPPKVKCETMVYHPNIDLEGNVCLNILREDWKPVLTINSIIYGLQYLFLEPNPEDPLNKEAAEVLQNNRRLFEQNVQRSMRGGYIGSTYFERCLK
Target sequence (Q13564 whole entry, looked up): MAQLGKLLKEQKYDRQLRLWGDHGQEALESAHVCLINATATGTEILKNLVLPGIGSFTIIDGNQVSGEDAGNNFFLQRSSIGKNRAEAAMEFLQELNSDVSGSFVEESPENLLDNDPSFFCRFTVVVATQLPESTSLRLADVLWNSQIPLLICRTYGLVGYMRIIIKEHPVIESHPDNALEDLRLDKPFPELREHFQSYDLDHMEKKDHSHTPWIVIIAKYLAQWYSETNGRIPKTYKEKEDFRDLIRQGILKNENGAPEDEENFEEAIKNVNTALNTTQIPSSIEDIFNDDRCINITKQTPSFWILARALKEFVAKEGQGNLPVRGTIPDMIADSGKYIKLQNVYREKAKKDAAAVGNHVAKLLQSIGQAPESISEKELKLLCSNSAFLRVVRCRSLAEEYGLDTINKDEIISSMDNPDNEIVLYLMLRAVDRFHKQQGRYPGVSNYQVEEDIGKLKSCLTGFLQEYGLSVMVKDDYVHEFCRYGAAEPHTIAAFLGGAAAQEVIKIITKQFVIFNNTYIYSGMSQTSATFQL
DNMT1 inh – blocks human DNA methyltransferase DNMT1; P26358; DNMT1 molecular beacon, Hinp1I cleavage, fluorescence; inhibition (reported as % activation of signal), % at 10 µM; 0.83% of 360,000 active; AID 588458; in the data active = inhibition above about 50%
NadD inh – inhibitors of Staphylococcus aureus NadD. inhibition, % at 20 µM. AID 602399. purified NadD enzyme, colorimetric absorbance read-out. 0.78% of 360,000 active; in the data active = inhibition above about 26%; note: some compounds past the cut are filed as inactive
Scp1 inh – blocks human Scp-1 phosphatase activity; Recombinant Scp1, phosphopeptide, malachite green phosphate absorbance; inhibition, % at 20 µM; 0.88% of 340,000 active; AID 493091;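 active = inhibition above about 50% at 20 µM, limit read from the data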;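 note: plate controls were DMSO wells with enzyme for no effect and wells lacking enzyme for full effect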
Target sequence (Q9GZU7 76-261 limits assumed): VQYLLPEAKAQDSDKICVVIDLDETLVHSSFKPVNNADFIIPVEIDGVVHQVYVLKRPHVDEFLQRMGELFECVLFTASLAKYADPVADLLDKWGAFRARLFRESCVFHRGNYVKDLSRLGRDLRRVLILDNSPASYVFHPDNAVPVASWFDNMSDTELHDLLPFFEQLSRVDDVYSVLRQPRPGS
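Test system: SCP-1 phosphatase catalytic domain, residues 76-261 | Compound dosing: One concentration, 20 µM, with 1.0% DMSO | Schedule: 45 min room-temperature reaction, 5 min colour, 30 min stabiliser | Detection: Absorbance at 630 nm | Read-out basis: % inhibition of SCP-1 phosphate liberation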
* marks the source's active call; other numbers are inactive results; i = inactive; . = no result given; + = active, no number.

Results follow in this order: SKN-1 inh	Tb MetRS inh	SUMO1-SIM PPI	CendR NRP1 mod	LMPTP block	STEP inh	Neddyl block	DNMT1 inh	NadD inh	Scp1 inh
CCCCC(C(=O)N/N=C/c1ccccn1)C(=O)N/N=C/c1ccccn1
    0	-0.6	-4	-9	0.6	-2	i	-1	6	-4
CCOC(=O)c1cccc(NC(=O)C2(S(=O)(=O)c3ccc(Cl)cc3)CC2)c1
    3	0.4	-1	24	0.3	0	i	1	-11	-10
Cc1csc2nc(CCNS(=O)(=O)c3cccs3)cn12
    -4	-0.4	0	-7	0.1	-4	i	-4	-4	-19
Cn1nc(C(F)(F)F)c2cc(C(=O)Nc3ccc(F)cc3F)sc21
    -3	-0.2	0	15	-0.2	-1	i	-4	-12	-23
O=S(=O)(c1ccc(Br)cc1)n1c(Cc2ccccc2)nc2ccccc21
    0	1.0	0	6	1.1	6	i	3	2	-8
CC[N+]1=CN(c2ccccc2)C(C)=CC1(C)C
    8	-1.3	2	-4	-3.5	-3	i	-4	8	78*
O=C(OCC(=O)N1CCOCC1)c1ccccc1OCc1ccccc1
    19	-0.5	7	1	-1.8	-3	i	3	3	-6
CCc1ncc(CN2CCCC(C(=O)Nc3cccc(-c4cccc(C)c4)c3)C2)cn1 (stereo unspecified)
    15	-0.2	-2	5	0.8	4	i	-4	-6	-7
O=C(CCN1CCCO1)N1CCCC(Nc2cccc(F)c2)C1 (stereo unspecified)
    -4	0.0	2	-4	-1.8	-2	i	-5	-3	.
COc1ccc(CCNC(=O)c2ccccc2C(=O)NCCc2ccc(OC)c(OC)c2)cc1OC
    -4	-0.8	1	-4	-1.8	2	i	7	6	-1
Cc1cc(NC(=O)c2cnn3c(C(F)(F)F)cc(-c4ccc(Br)cc4)nc23)no1
    -1	-0.7	-12	-1	1.9	5	i	-1	-3	-6
COc1ccc(S(=O)(=O)N2CCC(C(=O)NC3CC3)CC2)cc1Cl
    1	-1.3	2	-14	-0.7	-2	i	3	7	-5
Cc1cccc(NC(=O)Cc2ccc(NC3=NC4CS(=O)(=O)CC4S3)cc2)c1 (stereo unspecified)
    -2	0.7	2	-7	-0.4	3	i	1	4	-12
N#CCC(=O)Nc1ccc(C(=O)OCC(=O)Nc2cc(-c3ccccc3)nn2-c2ccccc2)cc1
    21	-0.3	-2	-8	2.4	-1	i	-10	23	.
COc1ccccc1N1CCN(C(=O)C(C)NC(=O)c2cccc([N+](=O)[O-])c2)CC1 (stereo unspecified)
    12	-0.1	-23	8	-2.1	-2	i	-1	1	3
Cc1cc(C)cc(N(CCC(=O)O)S(=O)(=O)c2ccc(Cl)cc2)c1
    7	-0.1	1	-2	0.3	-1	i	3	1	-10
O=C(Nc1ccc(F)cc1)N1CCN(c2ccc3nnc(-c4ccc(F)cc4)n3n2)CC1
    9	-0.5	8	1	1.1	2	i	-1	-7	-3
O=C(COC(=O)c1ccc([N+](=O)[O-])o1)NCc1ccc2c(c1)OCO2
    1	0.1	-27	-1	-0.3	2	i	1	-1	22
C=CCSc1nnc(NC(=O)C2=COCCO2)s1
    9	-0.5	2	6	0.4	-2	i	1	-3	-3
NS(=O)(=O)c1ccc(CCNC(=S)NC2CCCC2)cc1
    -5	-1.6	3	5	-0.2	2	i	22	-2	3
COC(=O)/C=C1\OCc2c(F)cccc21
    3	-0.1	-1	5	-0.3	.	i	.	.	.
N#Cc1cccc(NC(=O)c2cc(C3CCCCN3C(=O)c3ccc4c(c3)CCO4)on2)c1 (stereo unspecified)
    7	0.7	9	-4	-0.1	-1	i	-2	4	.
Cc1ccc2[nH]c(=O)c(CN(CCCN(C)C)C(=O)Nc3cccc(Cl)c3)cc2c1
    10	0.0	3	-7	-0.2	-2	i	1	-13	0
COc1cc(/C=N/NC(=S)NCCN2CCOCC2)cc(OC)c1O
    3	-1.0	-7	7	-1.5	-2	i	-2	0	1
COC(=O)c1cc(COC(=O)c2ccc3ccccc3n2)oc1C
    8	0.1	-7	-16	-0.7	2	i	2	1	-4
CCOc1cccc(C(=O)NC(=S)Nc2ccc3c(c2)OCCO3)c1
    -1	-0.1	-2	5	0.4	0	i	-3	-8	-9
O=C(CSc1ncn[nH]1)NCc1ccccc1Cl
    -20	-1.3	7	13	-0.6	-2	i	0	-9	2
CC(=O)c1ccccc1OCCn1nnc(-c2ccc(C)cc2)n1
    2	-1.4	2	-4	1.5	0	i	-7	-10	-13
Cc1ccc(OCCCN2C(=O)C(=O)c3cccc(C)c32)cc1
    12	0.3	-24	5	4.9	2	i	2	-1	-23
O=S(=O)(N1CCCCCC1)N1CCN(S(=O)(=O)N2CCOCC2)CC1
    -16	0.1	-2	2	-0.8	-3	i	-1	-1	-2
COC(=O)C1=C(C(=O)OC)C(C(=O)OC)C(C(=O)OC)C(C(=O)OC)(C(=O)OC)C(C(=O)OC)=C1C(=O)OC (stereo unspecified)
    -18	-0.3	-5	11	1.2	-3	i	0	0	0
Cc1csc2nc(CNS(=O)(=O)c3ccc4c(c3)OCCO4)cn12
    -15	-0.1	-3	0	-1.1	-2	i	2	-4	-1
Cc1ccc2c(=O)[nH]c(Nc3nc(C)cc(-c4ccccc4)n3)nc2c1
    0	-0.6	15	-4	-0.4	0	i	30	6	9
Cc1ccc(C2=NN(C(=O)CSc3nccn3C)C(c3ccco3)C2)cc1 (stereo unspecified)
    6	-0.2	-6	18	-1.1	0	i	0	-3	-2
CC(C)Sc1nc2c(c(=O)[nH]c(=O)n2C)n1Cc1ccc(Cl)cc1
    26	-1.0	2	-6	-0.2	-2	i	2	4	-8
CCN=C1SC(C(=O)Nc2ccc(OC)cc2)CC(=O)N1CC (stereo unspecified)
    3	-0.9	0	-3	0.9	-1	i	4	-1	-1
COc1ccc(C(=O)CSc2nn3c(=O)c(C(C)(C)C)nnc3s2)cc1
    14	-0.6	-4	20	2.4	5	i	0	-3	-3
Cc1c2ccccc2nc2ccccc12
    3	-0.1	-26	8	3.1	0	+	-8	1	-11
c1ccc(OCCOCCN2CCc3ccccc3C2)cc1
    -3	-0.4	-2	0	-1.4	-1	i	1	-1	-1
Cc1cc(=O)oc2c(C)c(OC(C)C(=O)NCCCN3CCCC3=O)ccc12 (stereo unspecified)
    20	0.1	1	1	-1.8	-2	i	-3	1	-3
COC(=O)[C@@H](NC(=O)Nc1cccc(OC)c1)C(C)C
    2	1.3	-3	4	-1.6	-3	i	1	-10	-3
O=C(NC1CCCCC1NC(=O)c1ccco1)c1ccco1 (stereo unspecified)
    6	0.3	-3	2	-0.6	2	i	3	3	-15
O=C(Cn1ccc(C(F)(F)F)n1)Nc1ccc(S(=O)(=O)NCc2ccco2)cc1
    4	-0.2	3	-13	-0.1	-2	i	4	-3	-2
Cc1ccc(S(=O)(=O)/N=C2\C=C(NS(=O)(=O)c3ccccc3)C(=O)c3ccccc32)c(C)c1
    -14	-0.5	26	20	2.9	0	i	2	32*	-5
O=C(N/C(=C\c1ccccc1)C(=O)N1CCOCC1)c1cccc(Br)c1
    -9	-0.3	-2	6	-0.3	2	i	1	1	-7
COc1ccccc1NC(=O)c1ccc(NC(=O)COC(=O)C2CCCCC2)cc1
    -1	-0.8	3	4	1.3	-2	i	-11	-1	-6
CCc1nnc(NC(=O)CN2CCOCC2)s1
    -8	-1.4	2	13	0.6	4	i	1	-4	-3
CCC(Oc1ccccc1C)C(=O)N1CCCN(C)CC1 (stereo unspecified)
    -1	0.0	6	1	-1.3	1	i	-3	-4	-5
COc1ccc2nc(NC(=O)CSc3cn[nH]n3)sc2c1
    -3	0.3	7	4	-1.3	0	i	1	-7	-8
Fc1ccc2nc(C(F)(F)F)cc(N3CCOCC3)c2c1
    -3	-0.3	-5	4	-1.5	0	i	6	-4	4

Other results
Results follow in this order: SKN-1 inh	Tb MetRS inh	SUMO1-SIM PPI	CendR NRP1 mod	LMPTP block	STEP inh	Neddyl block	DNMT1 inh	NadD inh	Scp1 inh
C[C@H](CO)N1C[C@H](C)[C@@H](CN(C)S(=O)(=O)c2ccc(Cl)cc2)OCc2cnnn2CCCC1=O
    3	-1.5	-1	-2	-1.4	-3	i	2	-5	.
CS(=O)(=O)c1ccc2c(c1)SC1=NC(=O)/C(=C/c3ccco3)C(=N)N12
    17	0.7	10	-119	34	2	i	74*	35*	45
Cc1onc(-c2ccccc2)c1C(=O)n1cc(Br)cn1
    0	-0.3	-2	7	-1.2	2	i	14	2	-11
CC(C)c1ccc(NC(=O)N(CCc2nc3ccccc3[nH]2)C2CCCC2)cc1
    17	0.1	-7	11	1.7	-2	i	-4	3	1
CC(=O)c1cccc(NC(=O)c2cnccn2)c1
    -9	-0.4	-1	-8	-2.8	1	i	-2	5	-2
Cc1cc(=O)[nH]c(SCC(=O)N2CCCCCC2)n1
    -5	-0.2	2	10	-1.8	-1	i	0	-6	-18
CCCCn1c(N)c(N(CCOC)C(=O)c2ccc(-c3ccccc3)cc2)c(=O)[nH]c1=O
    7	-0.4	3	7	-0.5	3	i	-1	1	-4
COc1ccc(CCNC(=O)c2ccc(CS(=O)(=O)c3ccc(C)cc3)o2)cc1OC
    2	-0.2	2	4	-0.8	-2	i	12	4	20
CCc1ccc(Oc2coc3cc(OCC(=O)Nc4cc(C)ccc4C)ccc3c2=O)cc1
    0	1.0	0	-8	-3.7	0	i	17	-6	-8
O=C(C[C@@H]1CC[C@@H]2[C@H](COC[C@H](O)CN2C(=O)Nc2ccc(F)cc2)O1)NCCc1ccncc1
    -4	-1.2	-2	-7	-1.6	.	i	.	.	.
CCOP(=O)(OCC)/C(=N/OC(=O)c1ccc(Cl)cc1Cl)C(N)=O
    6	-0.4	1	2	-1.5	-1	i	1	-1	-8
COc1ccc(CNCC(=O)Nc2ccccc2-n2cccc2)cc1
    -14	-0.7	2	-2	-1.9	-1	i	-4	-2	-4
COc1cc2c(cc1OC)CN(c1ccc(-c3ccccc3OC)nn1)CC2
    -7	-0.1	-8	-11	1.0	4	i	-10	5	5
Cc1ccc(OCC(=O)N(C)CC(=O)NCc2ccco2)c(Br)c1
    -5	-0.4	15	-24	2.3	5	i	39	5	70*

Three compounds already listed, arranged by the number in LMPTP block, highest first.
molecule	SKN-1 inh	Tb MetRS inh	SUMO1-SIM PPI	CendR NRP1 mod	LMPTP block	STEP inh	Neddyl block	DNMT1 inh	NadD inh	Scp1 inh
CC(C)c1ccc(NC(=O)N(CCc2nc3ccccc3[nH]2)C2CCCC2)cc1	17	0.1	-7	11	1.7	-2	i	-4	3	1
CCc1ncc(CN2CCCC(C(=O)Nc3cccc(-c4cccc(C)c4)c3)C2)cn1 (stereo unspecified)	15	-0.2	-2	5	0.8	4	i	-4	-6	-7
CC(C)Sc1nc2c(c(=O)[nH]c(=O)n2C)n1Cc1ccc(Cl)cc1	26	-1.0	2	-6	-0.2	-2	i	2	4	-8
